BoNT-A LC inh2 – blocks Botulinum neurotoxin A light chain protease. multiplex microsphere protease substrate cleavage, flow cytometry. inhibition, % at 10 µM. 360,000 tested, 0.17% active. AID 588499; note: plate controls were buffer without enzyme for full effect and enzyme alone for no effect
Yp Topo-I inh – Y. pestis Topo-I inhibition via cleavage products. 360,000 tested, 0.064% active. Y. pestis Topo-I cleavage product accumulation, plate reader. activity, % at 10 µM; in the data active = activity above about 50%, passing the limit was not always enough; inconclusive = no clear call, values can overlap the other calls; note: inactives centre near 2
PrPC surface inh – cell surface PrPC inhibition, primary TR-FRET screen | P04156 | TR-FRET read-out | inhibition, % at 13.8 µM | 370,000 tested, 0.43% active | AID 720596; in the data active = inhibition above about 24%; note: 0% = median of the test wells and 100% = reference compound wells
Anthrax LF prot – inhibitors of Bacillus anthracis lethal factor protease; P15917; multiplex microsphere protease cleavage assay, LF; inhibition, % at 10 µM; AID 588501; 360,000 tested, 0.12% active; note: plate controls were buffer without enzyme for full effect and enzyme alone for no effect
SARS 3CLpro inh – SARS-CoV 3CLpro protease inhibition; 290,000 tested, 0.14% active; inhibition, % at 6 µM; recombinant SARS-CoV 3CLpro, quenched FRET peptide cleavage; in the data active = inhibition above about 12%
TcdB inh – inhibitors of Clostridioides difficile toxin B glycohydrolase. inhibition, % at 9.99 µM. 350,000 tested, 0.24% active. P18177. TcdB glycohydrolase enzymatic assay, plate reader; in the data active = inhibition above about 10%
Target sequence (P18177 whole entry, looked up): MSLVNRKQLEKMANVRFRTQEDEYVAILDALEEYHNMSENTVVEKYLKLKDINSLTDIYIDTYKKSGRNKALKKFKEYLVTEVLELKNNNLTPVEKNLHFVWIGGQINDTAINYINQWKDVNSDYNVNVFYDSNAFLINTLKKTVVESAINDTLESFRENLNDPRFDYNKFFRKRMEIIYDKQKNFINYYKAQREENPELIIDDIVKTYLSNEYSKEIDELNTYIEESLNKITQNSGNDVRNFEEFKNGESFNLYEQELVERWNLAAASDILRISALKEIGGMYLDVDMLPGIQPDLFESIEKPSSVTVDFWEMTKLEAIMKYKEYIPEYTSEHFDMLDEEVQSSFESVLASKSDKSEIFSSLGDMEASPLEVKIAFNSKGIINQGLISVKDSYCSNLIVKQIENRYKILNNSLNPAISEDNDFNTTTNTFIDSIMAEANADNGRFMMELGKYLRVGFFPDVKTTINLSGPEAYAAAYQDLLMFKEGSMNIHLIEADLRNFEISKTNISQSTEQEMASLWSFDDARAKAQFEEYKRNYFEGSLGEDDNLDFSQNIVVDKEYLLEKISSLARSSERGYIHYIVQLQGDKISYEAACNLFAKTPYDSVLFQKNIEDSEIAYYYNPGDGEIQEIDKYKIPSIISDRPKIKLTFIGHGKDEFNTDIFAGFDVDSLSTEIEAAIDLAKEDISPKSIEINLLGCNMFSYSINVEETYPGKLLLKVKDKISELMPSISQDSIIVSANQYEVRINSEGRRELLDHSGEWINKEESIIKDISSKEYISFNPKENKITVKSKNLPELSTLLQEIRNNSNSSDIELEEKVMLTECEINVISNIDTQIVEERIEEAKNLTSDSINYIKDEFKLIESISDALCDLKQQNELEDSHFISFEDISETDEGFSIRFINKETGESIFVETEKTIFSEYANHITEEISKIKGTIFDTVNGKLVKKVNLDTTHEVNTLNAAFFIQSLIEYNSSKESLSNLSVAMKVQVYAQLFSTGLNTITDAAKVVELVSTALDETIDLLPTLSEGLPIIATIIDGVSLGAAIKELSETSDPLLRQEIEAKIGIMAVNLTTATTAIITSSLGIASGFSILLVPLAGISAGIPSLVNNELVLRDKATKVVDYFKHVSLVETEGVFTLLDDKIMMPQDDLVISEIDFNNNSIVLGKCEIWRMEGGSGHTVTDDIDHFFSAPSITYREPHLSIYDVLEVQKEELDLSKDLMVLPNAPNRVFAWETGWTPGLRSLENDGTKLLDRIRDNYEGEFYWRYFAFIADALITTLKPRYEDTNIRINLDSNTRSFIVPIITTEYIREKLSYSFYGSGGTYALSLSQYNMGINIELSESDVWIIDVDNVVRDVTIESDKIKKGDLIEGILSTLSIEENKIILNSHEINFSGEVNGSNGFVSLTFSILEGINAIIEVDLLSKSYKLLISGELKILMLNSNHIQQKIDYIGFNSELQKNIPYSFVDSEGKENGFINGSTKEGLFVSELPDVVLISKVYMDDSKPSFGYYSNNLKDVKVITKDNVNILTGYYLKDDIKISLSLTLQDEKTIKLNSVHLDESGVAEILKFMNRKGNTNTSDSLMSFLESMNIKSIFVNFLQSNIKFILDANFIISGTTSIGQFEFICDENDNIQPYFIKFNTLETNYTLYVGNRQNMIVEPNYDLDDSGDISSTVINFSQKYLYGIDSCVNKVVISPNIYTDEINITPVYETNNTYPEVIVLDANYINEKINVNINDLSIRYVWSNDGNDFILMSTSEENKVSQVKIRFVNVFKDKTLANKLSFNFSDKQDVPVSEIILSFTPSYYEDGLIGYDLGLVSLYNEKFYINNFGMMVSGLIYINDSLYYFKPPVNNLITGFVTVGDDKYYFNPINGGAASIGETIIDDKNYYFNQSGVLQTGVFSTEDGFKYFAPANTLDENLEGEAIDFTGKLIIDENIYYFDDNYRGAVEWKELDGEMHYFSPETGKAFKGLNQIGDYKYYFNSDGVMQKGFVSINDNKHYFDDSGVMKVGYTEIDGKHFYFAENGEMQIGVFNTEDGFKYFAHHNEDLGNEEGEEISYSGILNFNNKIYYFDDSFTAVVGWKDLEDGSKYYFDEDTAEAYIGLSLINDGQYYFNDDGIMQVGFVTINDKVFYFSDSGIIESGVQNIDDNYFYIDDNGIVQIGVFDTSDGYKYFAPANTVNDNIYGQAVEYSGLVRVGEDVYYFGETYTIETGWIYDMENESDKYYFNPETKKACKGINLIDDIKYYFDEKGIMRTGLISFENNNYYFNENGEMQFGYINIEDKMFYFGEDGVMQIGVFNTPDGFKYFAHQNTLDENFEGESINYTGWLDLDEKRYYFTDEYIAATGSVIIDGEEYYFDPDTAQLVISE
SSB-PriA inh – blocks PriA binding to SSB C-terminal tail; AlphaScreen SSBct-PriA binding, biotinylated peptide; inhibition, % at 33 µM; 430,000 tested, 0.6% active; AID 1272365; in the data active = inhibition mostly above about 37%, no sharp cut-off; inactive = mostly below about 20%;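 note: plate controls were negative control peptide for no effect and reference peptide for full effect; strong numbers were not always called active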
BH1578 lux ind – inducers of Vibrio cholerae quorum light production without autoinducers; V. cholerae BH1578 lux reporter, luminescence, 6 h; activation, % at 18.7 µM; 350,000 tested, 0.16% active; AID 588436; in the data active = activation mostly above about 9.7%, no sharp cut-off; inconclusive = no clear call, values can overlap the other calls; inactive = mostly below about 3.7%; note: not every result past the cut was called active; inactives centre near 0; reference of the scale not given here
PfHsp40 yeast – rescue of PfHsp40-mediated yeast toxicity | growth rescue, % at 12.5 µM | S. cerevisiae expressing PfHsp40, growth rescue, ATP luminescence | AID 504582 | 340,000 tested, 0.68% active; in the data active = growth rescue above about 28%, passing the limit was not always enough; inconclusive = no clear call, values can overlap the other calls;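 note: yeast W303a lacking pdr1 and pdr3 grown in galactose medium; growth measured after three days at 30 °C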
Active calls of the source: *; i = inactive; ? = inconclusive; nt = no result given; & = joins results of further samples. Cut-off read from the data, not from the text of the source, unless noted: active = inhibition above about 30%; inconclusive = no clear call, values can overlap the other calls; inactive = below that. The list is partial; the hit share may differ from the screen's.

SMILES	BoNT-A LC inh2	Yp Topo-I inh	PrPC surface inh	Anthrax LF prot	SARS 3CLpro inh	TcdB inh	SSB-PriA inh	BH1578 lux ind	PfHsp40 yeast
O=C(NCc1ccccc1Cl)C1=CC=CN2CCS(=O)(=O)N=C12	-0.1	3.8	-7.8	-9.1	nt	1.2	-6.0	i	1.8
Cc1cc(C)nc(Oc2ccc(Br)cc2Br)n1	0.2	3.5	9.7	1.1	2.1	-1.2	-25.6	i	-0.6
Cc1ccc(S(=O)(=O)Nc2ccc3c(c2)C(=O)N([C@H](C)CO)C[C@H](C)[C@@H](CN(C)C(=O)NC2CCCCC2)OCCCC[C@@H](C)O3)cc1	-0.5	26.0	8.2	-7.0	nt	0.5&-1.4	nt	1.1	nt
O=C(Nc1cccc(F)c1)C1CCCN(S(=O)(=O)c2ccc(-n3cnnn3)cc2)C1 (stereo not drawn)	0.0	-0.6	2.9	-1.1	-1.3	1.6	1.6	-0.2	-1.1
COC(=O)Cc1ccc(OC(=O)C2CCN(S(=O)(=O)c3ccc(OC)c(OC)c3)CC2)cc1	-0.1	21.0	3.0	2.9	nt	0.1	-5.7	-0.4	0.0
CCCC(=O)Nc1nc2nc(C)cc(=O)n2[nH]1	-0.3	-4.6	6.5	-4.3	3.5	nt	-19.2	0.9	8.1
CCc1nnc(NC(=O)c2ccc(-c3ccc([N+](=O)[O-])cc3Cl)o2)s1	0.4	-1.8	4.0	-0.7	6.8	0.3	6.8	-0.3	-0.3
CCc1ccc(/C=N/NC(=O)c2ccccn2)cc1	nt	-3.0	-8.2	nt	3.8	-1.4	i	-0.3	-1.3
Cc1ccc(Cl)cc1N1CCN(C(=O)CCC(=O)O)CC1	0.6	5.5	3.8	7.2	-0.3	nt	-7.9	nt	1.1
O=C(c1cc2cc([N+](=O)[O-])ccc2s1)N1CCOCC1	-0.5	-14.1	-34.6	-0.9	1.4	1.5	8.9	0.4	-2.5
C=CCNc1nc(N)c(C(=C(C#N)C#N)c2ccc(Br)cc2)s1	1.8	?	-0.8	-0.4	4.1	nt	-19.5	i	-1.3
CC(C)CC(NC(=O)c1ccccc1)C(=O)N/N=C/c1ccco1 (stereo not drawn)	-0.9	-3.5	-1.4	0.0	1.3	nt	nt	-0.5	-0.2
Cc1cc(C)cc(NC(=O)CSc2nc3ccncc3[nH]2)c1	-0.3	-0.6	-5.0	1.0	5.5	1.7	1.1	-0.5	-0.2
CCOC(=O)N1CCC(NC(=O)c2cc(C(=O)NCc3ccc(F)cc3)ccc2CO)CC1	-0.3	6.5	5.4	-0.5	3.7	nt	-1.7	-1.9	1.4
O=C(c1nc2ccc(Cl)cn2c1CN1CCC[C@H]1CO)N1CCCCCCC1	4.9	16.4	6.2	-3.0	-2.7	1.5	7.8	-0.6	1.7
Cc1cc(C)nc(NS(=O)(=O)c2ccc(N3C(=O)C4CCCCC4C3=O)cc2)n1 (stereo not drawn)	-7.0	7.9	5.6	-4.5	0.4	0.9	-8.9	-0.3	0.1
COCCNC(=S)N1Cc2ccccc2-n2nncc2C1	-0.1	7.9	-4.0	-0.6	nt	0.5	nt	-0.4	nt
Cc1cc(NC(=O)COC(=O)C2COc3ccccc3O2)no1 (stereo not drawn)	0.8	-7.4	0.9	1.4	-2.9	nt	-2.1	i	0.0
COc1ccc(-c2csc(NC(=O)Cc3cccc4ccccc34)c2C(=O)O)cc1	-1.4	4.3	2.5	-3.4	5.9	3.0	9.1	i	0.1
CCN1C(=O)NC2C1N(S(C)(=O)=O)CCN2S(C)(=O)=O (stereo not drawn)	-0.9	-2.8	-5.2	-8.7	-2.9	1.1	-2.5	nt	-0.4
O=C(Nc1cc(S(=O)(=O)N2CCOCC2)ccc1N1CCCC1)c1cc(F)c(F)cc1Cl	-2.3	-6.9	-6.3	0.2	nt	1.8	-2.9	i	nt
Cc1ccc(C(=O)Nc2scc(-c3ccccc3)c2C(=O)O)o1	-0.6	4.9	-0.8	-2.5	-0.4	1.8	3.5	-0.2	0.2
O=C1CC(NS(=O)(=O)c2cccs2)CN1c1cccc(F)c1 (stereo not drawn)	-1.1	-1.0	5.9	-0.7	nt	4.1	-1.0	i	-0.6
CN(c1ccccc1)c1nc2ccsc2c(=O)s1	1.9	8.4	8.0	-0.7	-9.4	2.2	-61.9	i	6.2
Cc1cc(N2CCC(C)CC2)nc(SCC(=O)c2ccccc2)n1	0.3	7.7	1.8	0.6	-2.7	nt	-11.1	5.9	0.3
O=C(O)c1cccc(NC(=O)c2ccc(CN3C(=O)c4ccccc4C3=O)cc2)c1	-4.7	-2.3	-2.3	-5.3	2.0	0.6	-14.4	i	-0.3
Cc1cc(NC(=O)CN2CCOCC2)n(-c2ccccc2)n1	1.2	-7.1	8.0	-9.1	6.0	1.2	-8.4	i	-1.2
CC(=O)Oc1ccc2c(c1)C(=O)c1ccccc1CO2	-0.1	18.7	1.0	3.1	0.2	nt	-2.6	nt	0.4
N#CCCN(C(=O)COc1ccc(C#N)cc1)c1ccc(F)cc1	0.2	-4.0	2.2	-2.1	5.4	1.7	12.6	-0.3	0.2
CC(=O)c1ccc(NC(=O)c2ccc3c(=O)n4c(nc3c2)CCCCC4)cc1	1.9	0.1	-1.4	0.6	0.4	0.9	6.5	-0.4	0.4

Reprinted from the part before: 3 entries, then new ones.
SMILES	BoNT-A LC inh2	Yp Topo-I inh	PrPC surface inh	Anthrax LF prot	SARS 3CLpro inh	TcdB inh	SSB-PriA inh	BH1578 lux ind	PfHsp40 yeast
CC(=O)Oc1ccc2c(c1)C(=O)c1ccccc1CO2	-0.1	18.7	1.0	3.1	0.2	nt	-2.6	nt	0.4
N#CCCN(C(=O)COc1ccc(C#N)cc1)c1ccc(F)cc1	0.2	-4.0	2.2	-2.1	5.4	1.7	12.6	-0.3	0.2
CC(=O)c1ccc(NC(=O)c2ccc3c(=O)n4c(nc3c2)CCCCC4)cc1	1.9	0.1	-1.4	0.6	0.4	0.9	6.5	-0.4	0.4
COCCn1nnnc1C(c1ccccc1OC)N1CCN(C(=O)c2ccco2)CC1 (stereo not drawn)	-1.4	1.3	0.5	3.2	3.8	-3.9	-11.0	-0.3	-0.4
CCc1ccc(NS(=O)(=O)c2ccc3[nH]cc(C(=O)N(C)Cc4ccco4)c(=O)c3c2)cc1	2.0	-3.0	-5.2	-0.9	0.1	0.9	-1.1	-0.9	0.8
C=CCOc1ccccc1CNn1c(C)n[nH]c1=S	0.5	13.8	-5.6	5.2	nt	-0.4	nt	0.3	nt
CCOC(=O)c1c(S(=O)(=O)NCCc2ccco2)c(C)n(C)c1C	0.8	7.8	0.8	-4.5	-0.7	0.9	-5.5	i	-0.3
CCOC(=O)c1cnc2c(C(=O)OC)cccc2c1NCc1ccco1	-1.0	4.1	-8.7	1.6	0.5	nt	-34.4	-0.3	-1.5
Cn1cccc1CC(=O)NNC(=O)Nc1ccc(F)cc1	1.0	2.3	1.8	-1.2	-0.2	1.1	-4.1	i	0.1
O=C(N/N=C/c1cc(Cl)ccc1O)c1ccccc1Br	-2.2	-7.3	-1.2	-1.3	-0.2	-0.7	nt	-0.2	107.7*
COc1ccc(CCN(C(=O)Cn2nnc3ccccc32)C(C(=O)NCC2CCCO2)c2ccncc2)cc1OC (stereo not drawn)	-0.6	-0.1	-3.7	-3.6	8.3	0.9	-2.0	i	-0.2
Cc1ccc(N2CCN(S(=O)(=O)c3ccc(C)cc3)CC2)cc1	-3.5	3.3	3.6	-2.0	-1.1	0.2	-10.3	-0.6	0.9
Cc1ccc(NC(=O)C2CCCN(S(=O)(=O)c3ccc4c(c3)oc(=O)n4C)C2)nc1 (stereo not drawn)	-1.0	4.9	7.4	-6.6	-4.7	-2.1	-18.3	-0.2	-1.0
CSC(=S)N/N=C/c1ccc(N(C)C)cc1	-1.3	0.9	-2.6	-2.8	1.6	0.3	nt	-0.2	1.5
CN(C)CCNC(=O)/C(=C/c1ccc(-c2cccc(Cl)c2)o1)NC(=O)c1ccccc1	0.4	-2.3	4.3	-1.0	3.8	nt	2.9	-0.2	-0.9
CCOC(=O)c1ccc(-c2ccc(/C=C(\C#N)C(=O)NCC3CCCO3)o2)cc1 (stereo not drawn)	0.7	27.0	-3.6	1.4	-3.3	nt	-0.4	-0.2	0.5
O=C(NCCN1C(=O)S/C(=C/c2ccccc2)C1=O)C1CCCN1C(=O)c1cccs1 (stereo not drawn)	0.1	4.8	4.1	3.7	-4.4	0.9	1.0	-0.2	-1.7
CCOc1ccc(N2CC(O)(c3cccs3)[N+]3=C2CCCC3)cc1 (stereo not drawn)	0.3	2.0	8.1	-8.5	-0.3	1.2	-1.1	-0.2	0.9
COc1ccc(C2CC(c3cccs3)=NN2C(=O)CSc2nnnn2C)cc1OC (stereo not drawn)	0.6	9.2	-2.0	-7.4	-3.4	0.2	7.5	-0.2	0.7
CC(C(=O)N1CCN(c2ccccc2)CC1)N1C(=O)C2CC=CCC2C1=O (stereo not drawn)	-1.8	-10.9	-6.9	-17.7	-3.7	nt	-9.7	i	1.1
CC(=O)Nc1cc(C(=O)c2ccccc2)ccc1N1CCOCC1	0.3	5.7	2.2	4.8	-1.0	nt	-20.3	-0.6	-1.2
CC(=O)c1cccc(NC(=O)C2Cc3c(-c4cccc(F)c4)ccnc3O2)c1 (stereo not drawn)	-0.2	-8.0	1.4	-5.7	nt	1.9	nt	-0.8	nt
O=Nc1onc(-c2ccc([N+](=O)[O-])cc2)c1NO	-1.8	2.3	-34.5	-4.4	2.2	0.9	-9.4	0.1	-2.0
COc1ccccc1NC(=O)N1CCC(c2nc3ccccc3o2)CC1	-1.1	9.5	-5.0	3.7	0.8	-0.3	-4.2	-0.5	-1.2
CCC(C)N(C(=O)CSc1nnc(-c2cccs2)n1C1CC1)C1CCS(=O)(=O)C1 (stereo not drawn)	?	-9.0	-7.5	?	nt	1.9	-24.8	-1.4	0.9
COc1cc2[nH]c(=S)nc(NCCCOC(C)C)c2cc1OC	-0.3	-0.6	7.9	2.2	-1.3	nt	-3.8	i	-1.1
COc1ccc(-c2nnn(CC(=O)c3ccccc3)n2)cc1OC	0.6	-0.9	-5.1	-0.5	-1.8	1.6	-2.6	-0.5	-0.6
Cc1ccc(-c2nc(CNC(=O)c3cc(C)on3)cs2)cc1	-2.5	5.2	-3.5	-2.4	2.4	-0.1	-1.4	-2.2	2.9
CCn1c(CSCc2ccc(Cl)cc2)nnc1SCC(=O)Nc1cccc(C(=O)O)c1	-1.1	7.4	-0.1	-0.3	2.6	-0.1	-4.1	-0.6	1.9
COc1ccc(C2CC(c3ccccc3)=NN2C(=O)COC(=O)c2cccnc2Cl)cc1 (stereo not drawn)	-0.2	33.2	9.7	0.5	1.9	nt	-7.3	-0.3	1.3
O=C(COc1ccccc1)N(Cc1cccc(F)c1)C1CCS(=O)(=O)C1 (stereo not drawn)	nt	-5.1	-7.4	nt	2.7	0.3	-9.7	-0.2	0.0
Cc1cccc(Nc2nc(N)c([N+](=O)[O-])c(N3CCCC(C)C3)n2)c1 (stereo not drawn)	-0.6	27.0	2.0	1.4	7.1	nt	38.2	-0.3	165.8*
Cc1c(C=O)c2ccccn2c1C(=O)c1cccc([N+](=O)[O-])c1	-1.1	0.6	-2.2	-4.2	3.0	3.7	-12.2	1.4	0.6
O=C1CC(c2ccccc2)C(=O)N2C(=O)CC(c3ccccc3)C(=O)N12 (stereo not drawn)	0.2	12.2	-0.2	-0.3	nt	0.9	-4.5	i	-0.9
CCOc1ccc(-c2nc(C)c(C(C)=O)n2O)cc1	-0.1	1.7	-6.2	1.4	2.9	nt	-3.9	-0.4	-0.5
COc1ccc(-c2nc(C#N)c(NCc3ccco3)o2)cc1	-0.5	-8.9	1.2	-1.8	-5.9	0.5	6.6	-0.4	-0.4
COC(=O)c1ccc(NC(=S)N2CCN(CCO)CC2)cc1	-1.1	5.6	5.1	25.9	0.6	-0.2	-9.6	2.9	-0.4
O=C(CSc1ccc2c(c1)OCCO2)NCC1CCCO1 (stereo not drawn)	0.3	15.0	-8.3	-1.0	4.4	nt	-9.9	-0.2	-0.3
